RmlCD inh 1536: M. tuberculosis RmlC/RmlD inhibition; AID 1533; 160,000 compounds, 0.03% hits; inhibition, % at 3.6 µM; P9WH09+P9WH11; RmlC+RmlD coupled enzyme assay, percent inhibition; primary screen in compound mixtures; in the data active = inhibition mostly above about 34%, no sharp cut-off; note: some results filed as inactive read as strong as hits
Target sequence (P9WH09 whole entry, looked up): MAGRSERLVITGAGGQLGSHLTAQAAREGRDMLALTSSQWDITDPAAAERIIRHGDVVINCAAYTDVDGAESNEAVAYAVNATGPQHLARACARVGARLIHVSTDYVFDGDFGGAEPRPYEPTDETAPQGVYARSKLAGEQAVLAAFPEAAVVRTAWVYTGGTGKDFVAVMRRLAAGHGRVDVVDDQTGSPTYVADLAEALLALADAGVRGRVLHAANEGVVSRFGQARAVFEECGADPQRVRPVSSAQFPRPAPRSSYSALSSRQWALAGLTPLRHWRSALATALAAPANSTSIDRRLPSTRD
Target sequence (P9WH11 whole entry, looked up): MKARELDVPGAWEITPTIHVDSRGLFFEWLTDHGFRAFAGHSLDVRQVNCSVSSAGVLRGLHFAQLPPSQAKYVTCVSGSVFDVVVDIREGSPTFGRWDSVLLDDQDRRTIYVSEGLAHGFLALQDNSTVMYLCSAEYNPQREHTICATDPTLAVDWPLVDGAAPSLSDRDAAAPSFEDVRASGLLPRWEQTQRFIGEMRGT
GlmU inhibition: inhibition of mycobacterial GlmU enzyme – biochemical, glucosamine-1-phosphate acetyltransferase (AID 1376). M. tuberculosis GlmU acetyltransferase enzyme assay; higher % means a stronger effect. inhibition, %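 (tested at 30 µM in the primary screen)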; hits with a dose series show IC50 in µM. 220,000 compounds, 0.25% hits; in the data active = inhibition above about 13%;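 note: 0% = complete reaction with vehicle and 100% = reaction without substrate; strong numbers were not always called active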
* = called active by the depositor; / = no result given. An excerpt; rates above refer to the full screens.

cpd	Structure	RmlCD inh 1536	GlmU inhibition
1	C=C1CCN([C@H](C(=O)Nc2ccc(OC)cc2)C(C)C)S(=O)(=O)c2ccccc21	0	-1.4%
2	CS(=O)(=O)N(CC(=O)N/N=C/c1ccccn1)c1ccc(Oc2ccccc2)cc1	-9	3.6%
3	COc1ccccc1NC(=O)CNC(=O)c1ccccc1C	3	4.5%
4	CCOP(=O)(OCC)C(Nc1cccc([N+](=O)[O-])c1)c1ccc(OC)cc1 (stereo unspecified)	0	3.3%
5	CCn1c(SCC(=O)NNC(=O)Cc2ccccc2)nnc1-c1ccccc1	/	1.8%
6	COc1ccc(N(CC(O)Cn2c3ccccc3c3ccccc32)S(=O)(=O)c2ccccc2)cc1 (stereo unspecified)	-5	0.5%
7	CCn1c(SCC(=O)N(Cc2ccccc2)C2CCS(=O)(=O)C2)nc2ccccc2c1=O (stereo unspecified)	-5	4.7%
8	CS(=O)(=O)N1CCc2cc(S(=O)(=O)NCCNS(=O)(=O)c3ccc4c(c3)CCN4S(C)(=O)=O)ccc21	-7	-3.2%
9	CCCn1c(C)cc(C(=O)CN2C(=O)c3cccc(N)c3C2=O)c1C	-8	1.6%
10	Cc1cc(NC(=O)c2ccc3c(c2)C(=O)N(Cc2cccnc2)C3=O)no1	-7	-0.8%
11	Cc1cc(C)cc(OCC(=O)O/N=C(\N)c2ccccn2)c1	15	-3.8%
12	O=C(CN1CCN(S(=O)(=O)c2ccc(F)cc2)CC1)c1ccc(O)c(O)c1	-7	3.0%
13	CC(C)(C)c1ccc(S(=O)(=O)NCc2ccc(C(=O)NCc3ccccn3)cc2)cc1	12	-0.6%
14	CC(C)(C)c1csc(NC(=O)Cn2cnc3ccccc3c2=O)n1	-4	/
15	CC(C)CCNC(=O)c1c(CSc2ccccc2)noc1C(=O)NCc1ccccc1	10	-3.5%
16	COc1cc2c(cc1OC)C1=C(C#N)COCN1CC2	-3	1.5%
17	Cc1ccc(N=C/C(C(=O)C(F)(F)F)=C(\O)c2cccs2)cc1	-7	1.2%
18	Cc1n[nH]c(C)c1CCN(C)Cc1cn(C)nc1-c1ccc2c(c1)OCCO2	-9	1.6%
19	COc1ccccc1C1CCN(c2cc(O)ccc2[N+](=O)[O-])CC1	/	-6.2%
20	CCOC(=O)NNS(=O)(=O)c1cc(Br)ccc1Br	/	-1.3%
21	CCO[C@@H]1OC(C(=O)Nc2ccccc2)=C[C@H](c2ccc3c(c2)OCO3)[C@H]1CCCO	/	-1.6%
22	CC(C)c1[nH]nc2c1C(Cc1ccccc1)C(C#N)=C(N)O2 (stereo unspecified)	-7	4.9%
23	COc1ccc(NCC(=O)Nc2ccc(Br)cc2F)c(OC)c1	-4	-1.1%
24	Cc1cccc(C)c1NC(=O)CN(c1ccccn1)S(=O)(=O)c1ccccc1	-11	/
25	CC1=C(C#N)C(NC(=O)C2CC2)(C(F)(F)F)C(=O)N1 (stereo unspecified)	-8	2.0%
26	CNC(=O)[C@H](C)[C@@H]1C[C@@]1(C)[C@@H](NC(=O)OCc1ccccc1)c1ccccc1	/	0.6%
27	COc1ccnc(NCc2ccc(Cl)cc2)c1C#N	3	-4.4%
28	CCCc1oc(C(=O)O)cc1CN1CCOCC1	/	0.1%
29	CCCn1c(=O)c2[nH]cnc2n(-c2ccc(Cl)cc2)c1=O	8	-0.7%
30	CC(C)(C)C(=O)Nc1ccc(C(=O)N/N=C/c2ccccc2OC(=O)c2ccc(Cl)cc2)cc1	6	4.8%

Some of the entries so far, screen by screen.
24: Cc1cccc(C)c1NC(=O)CN(c1ccccn1)S(=O)(=O)c1ccccc1
25: CC1=C(C#N)C(NC(=O)C2CC2)(C(F)(F)F)C(=O)N1 (stereo unspecified)

Assay by compound	24	25
RmlCD inh 1536	-11	-8
GlmU inhibition	/	2.0%

Remaining list, next part:
cpd	Structure	RmlCD inh 1536	GlmU inhibition
31	CCCOc1cc(C)c(S(=O)(=O)NC2CC(C)(C)NC(C)(C)C2)cc1C	-12	0.5%
32	O=C1CC[C@@H](CN(Cc2ccccn2)Cc2nc(Cc3ccccc3)no2)N1	/	-4.7%
33	CCOC(=O)Cn1c(=NC(=O)CC)sc2c(C)cc(C)cc21	/	4.3%
34	O=C1N=C(N2CCCC2)S/C1=C\c1ccccc1	/	3.7%
35	COc1ccc(S(=O)(=O)NNC(=O)C2CC(c3cccnc3)=NO2)cc1 (stereo unspecified)	/	-2.1%
36	COC(=O)CN(c1ccc(C)cc1)S(=O)(=O)c1ccc2c(c1)n(C)c(=O)c(=O)n2C	-9	4.8%
37	O=C(CN1CCN(S(=O)(=O)c2ccc(Cl)cc2)CC1)Nc1ccc2c(c1)OCO2	22	-2.1%
38	COc1ccc(/C=C(\C#N)C(=O)Nc2cc(S(=O)(=O)N3CCOCC3)ccc2N2CCCC2)cc1	6	6.0%
39	O=C(NC(=O)N1CCN(c2cccc(Cl)c2)CC1)c1ccccc1	-6	0.3%
40	CC1CCN(c2cc(N3CCOCC3)c(F)cc2[N+](=O)[O-])CC1	-10	-1.9%
41	COC(=O)Cc1ccc(NC(=S)NCCCO)cc1	-7	14%*
42	CCCC(=O)N1CCN(c2ccc(NC(=O)c3ccccc3)cc2)CC1	/	2.5%
43	CCOC(=O)c1c(C)c(C#N)c2c3ccccc3ccn12	-5	-2.3%
44	O=c1[nH]c(SCc2nc3ccccc3c(=O)n2-c2ccccc2C(F)(F)F)nc2ccccc12	6	-4.7%
45	CC(Cl)(Cl)/C(=N/P(=S)(N1CCOCC1)N1CCOCC1)N1CCOCC1	-10	2.9%

Shown with each value named: part of the list above.
(37) O=C(CN1CCN(S(=O)(=O)c2ccc(Cl)cc2)CC1)Nc1ccc2c(c1)OCO2
- RmlCD inh 1536: 22
- GlmU inhibition: -2.1%

(38) COc1ccc(/C=C(\C#N)C(=O)Nc2cc(S(=O)(=O)N3CCOCC3)ccc2N2CCCC2)cc1
- RmlCD inh 1536: 6
- GlmU inhibition: 6.0%

(continued)
cpd	Structure	RmlCD inh 1536	GlmU inhibition
46	O=S(=O)(Nc1ccc(C(F)(F)F)cc1)c1cnc[nH]1	-7	-0.2%
47	O=C(NCc1cccs1)c1cc(-c2ccccc2)nc2ccccc12	-8	-0.2%
48	O=C1N/C(=C/c2ccc(N3CCCC3)cc2)C(=O)N1c1ccccc1	-5	-2.8%
49	Cc1csc(OCc2ccc(C#N)cc2)n1	-4	4.3%
50	CCOC(=O)c1sc(-c2ccc(F)cc2)cc1N	/	3.6%
51	Cc1cccc(OCCCC(=O)O)c1C	-6	1.8%
52	Cc1nnc(Sc2c(-c3ccccc3)c3ccc(Cl)cc3[nH]c2=O)s1	10	-8.1%
53	Cc1c([N+](=O)[O-])cc(C(=O)Oc2cccc(C(=S)N3CCOCC3)c2)cc1[N+](=O)[O-]	27	3.5%
54	COC(=O)c1ccccc1SC1CC(=O)N(c2ccccc2)C1=O (stereo unspecified)	-1	-1.2%
55	CCCn1c(SCC(=O)Nc2ccc(Cl)cc2)n[nH]c1=O	-8	4.6%
56	CCOC(=O)CN1N=C(c2ccc(Cl)s2)CSC1=O	-47	3.0%
57	CC1=NN(c2ccc([N+](=O)[O-])cc2)C(c2ccccc2)C1 (stereo unspecified)	6	3.6%
58	O=C(COc1ccc(F)cc1Br)N1CCc2ccccc21	-4	-7.6%
59	CN1C/C(=N\S(=O)(=O)c2ccccc2)N(C)C1=O	/	2.5%
60	Cn1cccc1Cc1nnc(SCC(N)=O)n1CCc1ccccc1	-1	1.6%
61	C#CCOCCOCCOCCNc1nc(N2CCOCC2)nc(N2CCN(C(=O)[C@H](Cc3ccc(O)cc3)n3cc([C@@H](N)C(C)CC)nn3)CC2)n1 (stereo partly specified)	/	-2.9%
62	CCCC(=O)Nc1nc2nc(-c3ccccc3)cc(=O)n2[nH]1	/	0.1%
63	O=S(=O)(NC1CCCCC1)c1ccc(Cl)s1	-2	2.2%
64	CN(Cc1ccccc1)C(=O)CC(c1ccccc1)c1cc(Cl)ccc1O (stereo unspecified)	8	/
65	Cc1ccc(C)c2nc(Cl)c(C3NC(=O)c4ccccc4N3)cc12 (stereo unspecified)	3	4.2%
66	c1ccc(Cn2nnc3c(N4CCCC4)ncnc32)cc1	-1	-6.1%
67	O=C(c1ccco1)N1CCN(C(=O)C2(S(=O)(=O)c3ccc(Cl)cc3)CC2)CC1	27	1.2%
68	COc1ccc(OC)c(NC(=O)c2cc3ccccc3o2)c1	-2	0.2%
69	CCCCNC(=O)CSc1nc2ccccc2c(=O)n1CC1COc2ccccc2O1 (stereo unspecified)	/	-1.4%
70	CCN(CC(=O)Nc1cc(OC)ccc1OC)Cc1nc2ccccc2c(=O)[nH]1	-8	-3.8%
71	O=C(c1ccc(=O)[nH]n1)N1CCc2ccccc2C1	7	1.6%
72	CCNc1nc(NCC)n2c(SCC(=O)Nc3ccccc3[N+](=O)[O-])nnc2n1	/	-0.6%
73	O=C(COC(=O)/C=C/c1ccccc1)NCc1ccc(Cl)cc1	11	6.6%
74	O=C(Nc1nnc(-c2ccccc2Cl)o1)c1cccnc1	/	0.7%
75	Nc1no[n+]([O-])c1-c1ccccc1	8	0.1%

Down the list, quoted from above.
GlmU inhibition, compounds 43 to 50 → -2.3%, -4.7%, 2.9%, -0.2%, -0.2%, -2.8%, 4.3%, 3.6%

Carrying on.
cpd	Structure	RmlCD inh 1536	GlmU inhibition
76	CCN(CC)CCNC(=O)c1ccc2c(c1)ncn2C1CCCCC1	6	0.5%
77	O=C(CSc1ncnc2c1cnn2Cc1ccccc1)Nc1ccc2c(c1)OCCO2	14	0.7%
78	Cc1ccc2nsnc2c1S(=O)(=O)N1CCCC1C(=O)O (stereo unspecified)	57	6.0%
79	Cc1c(NC(=O)C(=O)/C=C(\O)c2ccc(Cl)cc2)c(=O)n(-c2ccccc2)n1C	6	3.8%
80	O=C(O)Cn1cc(/C=C2/SC(=O)N(CC(=O)N3CCCCCC3)C2=O)c2ccccc21	5	4.7%
81	COc1ccc(NC(=O)c2ccc3c(c2)n(C)c(=O)n3C)cc1	/	-2.1%
82	CCC(=O)Nc1ccc2nc(SCC(=O)N3CCOCC3)sc2c1	-7	-1.1%
83	CCOC(=O)N1CCN(C(=O)C(=O)NNC(=O)COc2ccc(Cl)cc2)CC1	9	-5.7%
84	Cc1sc2nc(CSCC(=O)NC(C)(C)C)[nH]c(=O)c2c1C	-14	-3.5%
85	COc1cc(-c2cc(C(=O)OCC(=O)Nc3ccc4c(c3)OCO4)c3ccccc3n2)cc(OC)c1OC	-12	3.4%
86	COc1cc([N+](=O)[O-])ccc1Nc1nc(C)cc(C)n1	/	-1.9%
87	CCOc1ccccc1-n1c(O)c(C=NCc2ccc3c(c2)OCO3)c(=O)[nH]c1=O	6	-0.7%
88	O=C(Nc1ccccc1-c1ccccc1)C1CCCCC1	-12	0.3%
89	CNC(=O)NNC(=O)c1csc(-c2ccc(C(F)(F)F)cc2Cl)n1	-4	-3.6%
90	CCN(CC)S(=O)(=O)c1ccc(N2CCCC2)c(NC(=O)c2ccncc2)c1	26	-3.1%
91	COc1cc2c(c3oc(-c4ccccc4)cc(=O)c13)C=CC(C)(C)O2	-5	0.3%
92	Cc1cc(N2CCN(c3nnnn3-c3ccccc3)CC2)n2ncnc2n1	8	-4.1%
93	COc1ccc(S(=O)(=O)N2CCC(C(=O)Nc3ccc4c(c3)OCCO4)CC2)cc1OC	/	2.8%
94	C/C(=C\c1ccccc1)CN1CCC(C(=O)N2CCC(C)CC2)CC1	/	-3.3%
95	CCOC(=O)c1nn(-c2cccc(Cl)c2)c2nc(Nc3ccccc3)cc(=O)n12	/	3.0%
96	CN1CCN(C(=O)/C=C\C(=O)O)CC1	1	2.7%
97	CN(C)C(Cc1ccc(C#N)cc1)C(=O)c1ccccc1 (stereo unspecified)	-11	-5.4%
98	CCC(=O)N1CCc2cc(S(=O)(=O)NC(Cc3ccccc3)C(=O)Nc3nccs3)ccc21 (stereo unspecified)	8	1.0%
99	CC(=O)c1ccc(-n2c(C)ccc2-c2ccccc2)cc1	/	-1.9%
100	CN(C(=O)CSc1nc(-c2ccccc2)cs1)C1CCS(=O)(=O)C1 (stereo unspecified)	-5	-1.7%
101	c1ccc(Cc2nnc3sc(-c4ccc5c(c4)OCO5)nn23)cc1	/	3.4%
102	CCc1cc2c(-c3ccccc3)cc(=O)oc2cc1OC(=O)c1cccs1	-18	2.9%
103	CCC(C)c1ccccc1NC(=O)COC(=O)C1=COCCO1 (stereo unspecified)	6	-4.1%
104	O=c1[nH]c(CSc2nnc(Nc3ccccc3)s2)nc2ccccc12	/	-2.5%
105	Cc1nc2c3ccccc3[nH]c(=O)n2n1	/	-2.4%
106	O=C(COc1ccccc1)NCCSCc1ccco1	/	-1.9%
107	O=C(COC(=O)C12CC3CC(CC(C3)C1)C2)Nc1ccc(OC(F)F)cc1	/	2.0%
108	Cc1cc(C)c2cccc(NC(=S)NC(=O)c3ccccc3)c2n1	1	-5.9%
109	CCC(c1nc2ccccc2c(=O)n1-c1cccnc1)N1C(=O)c2ccccc2C1=O (stereo unspecified)	-9	0.4%
110	CC1(C)CC(=O)c2cnc(NCc3ccco3)nc2C1	4	1.5%
111	Cn1c(=O)[nH]c(=O)c2c1nc(Br)n2CCOc1ccccc1	13	-3.5%

Quoted from the listing:
Reading of CC1(C)CC(=O)c2cnc(NCc3ccco3)nc2C1 in RmlCD inh 1536: 4
Reading of CCC(c1nc2ccccc2c(=O)n1-c1cccnc1)N1C(=O)c2ccccc2C1=O (stereo unspecified) in GlmU inhibition: 0.4%
